PMI inhibitors: inhibitors of human PMI, primary screen, biochemical, fluorescence intensity, coupled assay (AID 1209) | purified PMI enzyme, coupled fluorescence intensity; higher % means a stronger effect | inhibition, % at 20 µM; hits with a dose series show IC50 in µM | 190,000 tested, 0.42% active; in the data active means inhibition above about 50%;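 further: plate controls were DMSO vehicle for no effect and wells lacking substrate for full effect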
TNAP activators: human TNAP enzyme activators, primary screen, biochemical, luminescent, no phosphate acceptor, uHTS (AID 1001); Alkaline phosphatase, tissue-nonspecific isozyme (Homo sapiens); purified TNAP, luminescent activation assay, no phosphate acceptor; higher activation fold means a stronger effect; activation fold at 20 µM, or EC50 in µM where a hit was titrated; 200,000 tested, 0.03% active; in the data active means activation fold from about 3, or a potency from the dose series; inactive means the rest, 99 in 100 with activation fold below about 1.6; further: many of its hits are not listed in these tables
Dynein transport: inhibitors of GR-EGFP nuclear translocation, primary screen, dynein cargo transport inhibitor project, imaging, high-content, 3617.4 mouse cells; test concentration mostly 20 µM; stimulated with dexamethasone, 1 µM; active compounds read low; z-score, hits read low; 220,000 tested, 0.47% active;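 active means plate z-score of nuclear minus cytoplasmic receptor signal below a set negative limit, without overly bright fluorescence or cell loss, cut at about -3.5 in these data, passing the limit was not always enough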;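 further: z-score of nuclear minus cytoplasmic ring GR-EGFP intensity difference per well; some compounds called inactive have numbers as strong as hits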
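Buffer or medium – tet-free medium with charcoal-stripped serum · Signal – automated 10x imaging of fixed Hoechst-stained cells · Also added – dexamethasone agonist, 1.0 µM final, for 30 min · Incubation – induction 48 h, compound 1 h, agonist 30 min · Read-out – GR-EGFP nuclear translocation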
Ins promoter up: insulin promoter activators in MIN6 cells, imaging, high-content screening, mouse beta cells; z-score at 5 µM; AID 1625, 2009; 190,000 tested, 0.3% active; MIN6 insulin promoter-GFP reporter; active compounds read high;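 active means z-score above 3 at 5 µM with at least 500 cells counted in the well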
Lipid droplet: inhibitors of hepatocyte lipid droplet formation, primary screen, imaging, high-throughput imaging, BODIPY stain; AML12 mouse hepatocytes, oleate lipid droplets; inhibition, % at 6.5 µM; 240,000 tested, 0.4% active;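 active means lipid droplet intensity inhibited by at least 50%, with more than 500 cells counted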
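System: AML12 hepatocytes (mouse). Probe or stimulus: oleic acid at 100 µM to induce lipid droplet formation. Times: overnight treatment with compound plus oleate. Detection: Image-based BODIPY and DAPI two-channel analysis. Evaluation: percent inhibition of filter-corrected integrated lipid droplet intensity per well.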
Myeloid diff 2: induction of myeloid progenitor differentiation, primary screen, cell-based, flow cytometry, MLPCN library; ER-HoxA9 myeloid progenitors, lysozyme-GFP differentiation; calls only at 10 µM; 360,000 tested, 1% active; AID 624256, 2012;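 active means normalized GFP-positive differentiation at or above the plate's own cutoff, the solvent-only control mean plus 3 SD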;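 further: cells exposed to compound for four days before flow analysis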
T cell HTS: modulators of CD8 T cell-vesicle binding, primary screen, mouse 2C CD8+ T cells, flow cytometry | 2C CD8+ T cell-vesicle binding; active compounds read low | calls only at 7 µM | 330,000 tested, 0.068% active;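 active means response, share of CD8 T cells binding vesicles, and their 90th percentile fluorescence all below set limits, cut at about 80% in these data, passing the limit was not always enough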
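Also added: QL9-peptide-loaded Drosophila micro-vesicles bearing Ld, ICAM-1 and B7-1; Test system: purified 2C TCR transgenic mouse naive CD8+ T cells; Measured by: cytometric PE anti-B7-1 and Alexa647 anti-CD8 signals after 1% paraformaldehyde fixation; Timing: binding step 1.5 h, 37 °C, antibody labelling 20 min, ice.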
b-catenin transl: modulators of beta-catenin nuclear translocation, primary screen, imaging, HeLa cells, immunofluorescence, high-content; nuclear translocation activity, % at 5 µM; 190,000 tested, 0.3% active;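 active means nuclear translocation activity above 50% at 5 µM, with a well cell count of 50 or more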;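 further: per-cell ratio of nuclear to cytoplasmic median beta-catenin stain intensity; plate controls were DMSO negative control for no effect and GSK-3 inhibitor IX positive control for full effect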
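assay system = human HeLa cells, endogenous beta-catenin | times = compound treatment 24 h, 37°C, 5% CO2 | detection = Anti-beta-catenin immunofluorescence on PFA-fixed, Triton-permeabilized cells, DAPI nuclei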
MT stabilizer: microtubule stabilizers in HeLa cells, primary screen, imaging, high-content imaging; HeLa tubulin immunostaining HCS, 24 h; share of cells brighter than vehicle mean+2SD; % tubulin-high responders, % at 10 µM; 200,000 tested, 0.83% active;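 active means plate Z-score above 3 for both tubulin-high and condensed-nucleus cell shares, with cell loss under 80%, at 10 µM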;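 further: anti alpha tubulin signal scored within the nucleus-defined area of each cell; some results filed as inactive read as strong as hits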
Dynein transport cytoplasmic EGFP: also measured in Dynein transport; calls as there; z-score; measured here: cytoplasmic GR-EGFP intensity; active compounds read high
Dynein transport nuclear GR-EGFP: recorded beside Dynein transport, whose call it bears; z-score; measured here: nuclear GR-EGFP intensity;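 lower value marks the stronger effect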
Dynein transport cell count: recorded beside Dynein transport, whose call it bears; z-score; measured here: cell count per field
Ins promoter up cell count: recorded beside Ins promoter up, whose call it bears; cell count; measured here: cytotoxicity, nuclei count;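 total cells summed across four imaged fields per well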
Lipid droplet cells 6.5 µM: second read-out of Lipid droplet, no call of its own (marks repeat the call); cell count; measured here: cell count, cytotoxicity flag;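 cells counted across two imaged fields per well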
b-catenin transl cell count 5 µM: second read-out of b-catenin transl, no call of its own (marks repeat the call); cell count; measured here: cell count, cytotoxicity flag
T cell HTS vesicle-bound %: second read-out of T cell HTS, no call of its own (marks repeat the call); double positive events, %; measured here: CD8+ vesicle-bound cell fraction;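 binding gate set so that unloaded-vesicle control wells show 10% double positive cells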
MT stabilizer Hoechst-high %: recorded beside MT stabilizer, whose call it bears; % Hoechst-high responders; measured here: nuclear condensation Hoechst responders;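 share of cells brighter than vehicle mean plus two SD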
MT stabilizer cytotoxicity %: second read-out of MT stabilizer, no call of its own (marks repeat the call); toxicity, %; measured here: cytotoxicity by cell density;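 0% = mean cell density of plate MIN control wells and 100% = no cells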
Myeloid diff 2 GFP+ MAC1+ %: also measured in Myeloid diff 2; calls as there; GFP+ MAC1+ double positive, %; measured here: differentiation confirmed by MAC1 staining
* marks the source's active call; other numbers are inactive results; i = inactive; nt = not tested or not shown; + = active, no number.

SMILES	PMI inhibitors	TNAP activators	Dynein transport	Dynein transport cytoplasmic EGFP	Dynein transport nuclear GR-EGFP	Dynein transport cell count	Ins promoter up	Ins promoter up cell count	Lipid droplet	Lipid droplet cells 6.5 µM	Myeloid diff 2	Myeloid diff 2 GFP+ MAC1+ %	T cell HTS	T cell HTS vesicle-bound %	b-catenin transl	b-catenin transl cell count 5 µM	MT stabilizer	MT stabilizer Hoechst-high %	MT stabilizer cytotoxicity %
CCOC(=O)C1CCCN(C(=O)/C=C/c2ccccc2[N+](=O)[O-])C1 (stereo not drawn)	11%	1.1	-0.74	-0.33	-0.67	1	0.16	1303	-19	601	i	0.9	i	38	0.6	925	1.8	3.7	7.3
COc1ccc(Cl)cc1NC(=O)CS(=O)(=O)c1cccc2nsnc12	6%	1.1	-0.31	-0.22	-0.31	0.89	0.17	1533	nt	nt	i	0.6	i	5	-0.8	796	4.0	1.9	9.5
CC(=O)OCc1cc2cccc(C)c2[nH]c1=O	-1%	1.1	-0.57	-0.21	0.093	0.31	-0.06	1239	nt	nt	i	0.2	i	39	-7.8	1008	4.6	1.8	7.6
O=C1OCCN1C(=O)[C@H]1[C@H](c2ccc([N+](=O)[O-])cc2)C(c2cccc(Cl)c2)=NN1c1ccccc1	18%	1	-1.6	-0.31	-0.12	1.3	-0.54	1055	-1	716	i	0.5	i	22	nt	nt	4.1	1.8	4.9
Cc1ccc(O)c(NC(=S)NC(=O)/C=C/c2ccco2)c1	1%	0.9	-0.84	-0.11	-0.34	1	0.35	1309	2	679	i	0.4	i	71	-0.5	1487	31	4.0	71
COc1ccc([C@@]2(O)c3c(ccc(CC=C(C)C)c3O)NC(=O)[C@@H]2OC)cc1	nt	nt	-1.1	-0.66	-0.39	1.5	0.37	951	-3	675	i	1.6	i	36	2.8	1189	nt	nt	nt
COc1cc(C2OCC3C(c4cc(OC)c(OC)c(OC)c4)OCC23)cc(OC)c1OC (stereo not drawn)	nt	nt	-0.41	-0.78	0.15	-0.29	-0.59	1095	-15	669	i	1.5	i	34	0.8	1128	nt	nt	nt
O=c1cc(N2CCOCC2)[nH]c(=O)n1-c1ccc(Br)cc1	8%	1.1	-0.33	-0.18	0.089	0.45	-0.16	1822	-14	650	i	2.8	i	47	-0.2	1031	2.4	4.2	8.4
O=C(O)CCC(=O)N1CCC(C(=O)c2cccc(Cl)c2)CC1	-4%	1.1	-0.45	-0.49	-0.33	0.4	-0.13	1141	nt	nt	i	4.7	i	17	-6.1	1037	2.2	1.7	10
CCSC1(SCC)N=C(N)C2(C#N)C(c3ccccc3)NC(C)=C(C)C12C#N (stereo not drawn)	6%	1.1	-1	-0.18	-0.41	-0.06	-0.41	1240	-7	688	i	0.8	nt	nt	nt	nt	8.4	3.9	9.6
O=C(Nc1ccccc1Cl)C1C2CCC3C(CCC21)C3(Cl)Cl (stereo not drawn)	5%	1.2	0.0081	-0.26	-0.37	0.39	0.23	2260	-7	622	i	1.4	i	5	-0.4	961	2.8	3.0	0.3
O=C(Nc1ccccc1)c1ccccc1CC[N+](=O)[O-]	-2%	1.1	-0.38	-0.19	-0.31	-0.39	nt	nt	nt	nt	i	1.0	i	54	nt	nt	2.6	1.4	8.1
NC(=O)c1ccc(NC(=O)COC(=O)CCCN2C(=O)c3cccc4cccc(c34)C2=O)cc1	-4%	1	3.4	0.022	1.8	-2.2	0	1266	2	719	i	0.9	i	61	nt	nt	1.9	2.7	7.8
COc1ccc(CN2C(=O)CCC2(C)C(=O)NC2CCCC2)c(OC)c1 (stereo not drawn)	-6%	1.1	-0.26	-0.25	0.53	0.47	-0.15	1365	22	721	i	2.2	i	43	-6.1	757	6.2	3.0	3.2
Cc1ccc(-c2nnn(CC(=O)N(c3ccccc3)C(C(=O)NCC3CCCO3)c3ccc(Cl)cc3)n2)cc1 (stereo not drawn)	4%	1	-0.34	-0.034	-0.66	0.27	nt	nt	nt	nt	i	0.7	i	29	nt	nt	4.7	1.7	5.4

In the list so far, these contain an NH in an aromatic ring:
SMILES	PMI inhibitors	TNAP activators	Dynein transport	Dynein transport cytoplasmic EGFP	Dynein transport nuclear GR-EGFP	Dynein transport cell count	Ins promoter up	Ins promoter up cell count	Lipid droplet	Lipid droplet cells 6.5 µM	Myeloid diff 2	Myeloid diff 2 GFP+ MAC1+ %	T cell HTS	T cell HTS vesicle-bound %	b-catenin transl	b-catenin transl cell count 5 µM	MT stabilizer	MT stabilizer Hoechst-high %	MT stabilizer cytotoxicity %
CC(=O)OCc1cc2cccc(C)c2[nH]c1=O	-1%	1.1	-0.57	-0.21	0.093	0.31	-0.06	1239	nt	nt	i	0.2	i	39	-7.8	1008	4.6	1.8	7.6
O=c1cc(N2CCOCC2)[nH]c(=O)n1-c1ccc(Br)cc1	8%	1.1	-0.33	-0.18	0.089	0.45	-0.16	1822	-14	650	i	2.8	i	47	-0.2	1031	2.4	4.2	8.4

(next part)
SMILES	PMI inhibitors	TNAP activators	Dynein transport	Dynein transport cytoplasmic EGFP	Dynein transport nuclear GR-EGFP	Dynein transport cell count	Ins promoter up	Ins promoter up cell count	Lipid droplet	Lipid droplet cells 6.5 µM	Myeloid diff 2	Myeloid diff 2 GFP+ MAC1+ %	T cell HTS	T cell HTS vesicle-bound %	b-catenin transl	b-catenin transl cell count 5 µM	MT stabilizer	MT stabilizer Hoechst-high %	MT stabilizer cytotoxicity %
Cc1ccc(S(=O)(=O)c2nc(Nc3ccccc3C#N)sc2Cl)cc1	-30%	1.1	-1	-0.26	-0.72	0.83	0.68	1587	9	723	i	0.5	i	58	-1.6	1134	4.8	3.0	9.3
CSc1cccc(CN2CCN(Cc3ccc(F)c(F)c3)C(CCO)C2)c1 (stereo not drawn)	18%	1.1	-0.22	-0.24	-0.054	0.16	-0.11	1349	-2	705	i	0.5	i	63	-0.9	1150	6.0	1.1	6.0
O=C(Oc1ccc2ccc(O)cc2c1)C1CCCCC1	35%	1.1	-0.72	0.016	-0.17	-2.3	0.91	1432	2	677	i	0.2	i	42	0.3	1499	1.6	3.5	8.8
O=C(/C=C/c1ccccc1)c1cc(Br)ccc(=O)c1O	-43%	0.9	-1.3	-0.15	-0.58	0.18	0.56	902	nt	nt	i	0.6	i	44	nt	nt	3.3	2.6	8.0
COC(=O)C(NS(=O)(=O)c1ccc(F)cc1)c1ccccc1 (stereo not drawn)	4%	1.1	0.35	-0.32	0.35	-0.087	-0.3	1633	0	614	i	0.0	i	47	-2.2	1092	1.6	1.6	7.1
COc1ccc(S(=O)(=O)N2CCC(C(=O)NCCc3ccccc3)CC2)cc1OC	8%	1.2	0.15	-0.035	0.6	-0.76	-1.1	1003	-5	754	i	6.7	i	52	-1.8	1237	1.1	0.9	7.2
COc1cccc(NC(=O)NCc2ccc(F)cc2)c1	3%	1.2	-0.64	-0.26	-0.39	-0.29	-0.1	1552	-16	630	i	0.8	i	36	-4.4	1013	1.3	1.7	2.2
Cc1cccc(C)c1NC(=O)COC(=O)c1ccccc1[N+](=O)[O-]	-7%	1.1	-0.43	3.2	0.46	-0.019	-0.1	1466	-23	677	i	0.3	i	61	-0.7	1087	4.3	2.9	4.0
COc1ccc(C(=O)N2CCC(C(=O)Nc3ccccc3OC)CC2)cc1	3%	1	-0.38	-0.46	-0.35	0.85	0.01	1953	4	637	i	1.1	i	52	-2.6	1082	4.7	1.5	1.6
CCCN1CCC(=O)N([C@H](CSc2ccc(OC)cc2)Cc2ccccc2)CC1	nt	nt	-0.084	-0.6	0.013	0.36	nt	nt	-2	664	+	14*	nt	nt	1.2	1124	nt	nt	nt
Cc1ccc(CN2CCN(Cc3ccccn3)CC2CCO)cc1 (stereo not drawn)	3%	1.1	0.036	-0.2	-0.095	-0.76	nt	nt	-1	744	i	0.4	i	38	0.7	1532	2.1	1.6	3.5
COc1ccc(-c2cc(C(=O)Nc3cc(C)n(Cc4ccc(Cl)cc4)n3)no2)cc1OC	0%	1.1	-0.99	-0.25	-0.2	0.087	-1.1	1260	nt	nt	i	4.6	i	47	3.1	845	3.4	2.4	12
C/C=C/c1ccc(OCC(=O)OCc2csc(Nc3ccc(C)cc3)n2)c(OC)c1	20%	1.1	-0.32	-0.28	-0.62	0.5	0.15	1297	15	625	i	0.6	i	53	nt	nt	1.2	3.5	5.5
C#CCn1c(=NC(=O)CN2C(=O)CCC2=O)sc2cc(S(N)(=O)=O)ccc21	8%	1.2	-0.46	-0.28	-0.48	0.82	0.1	1369	18	546	i	0.3	i	7	-2.9	1010	2.9	3.2	4.2
CC(C)c1ccc2[nH]c(O)c(N=NC(=O)c3cccc(S(=O)(=O)Nc4ccc(Cl)cc4)c3)c2c1	-4%	1	0.24	-0.26	0.52	-0.79	0.09	1584	-6	667	i	0.5	i	27	0.7	1022	4.4	2.6	4.2

Compound activity: PubChem, several laboratories
